ANO1 block: blocks the mouse calcium-activated chloride channel TMEM16A; Q8BHY3; HEK293 TMEM16A/YFP iodide influx fluorescence, ionomycin; normalized B-score (activity score, 25-100; higher = stronger inhibition) at 10 µM; 310,000 tested, 1.2% active; AID 588511;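 active = ratio plate-corrected score three or more library SD toward inhibition, starting fluorescence score within five deviations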;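 note: score derived from kinetic fluorescence span divided by baseline fluorescence per well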
TRPC6 activator: mouse TRPC6 channel activation; HEK293-TRPC6 membrane potential dye fluorescence; active compounds read high; B-score at 10 µM; 310,000 tested, 0.13% active; AID 2550;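 active = B-score of the integrated fluorescence ratio above library mean plus 3 SD, and starting fluorescence ratio within library mean plus 5 SD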;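 note: higher score means more depolarization so channel activation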
RGS4 block: human RGS4 inhibition. P49798. HEK293 M3R/RGS4 inducible, Fluo-4 calcium flux; active compounds read high; triggered by carbachol at its EC20. B-score at 10 µM. 310,000 tested, 0.45% active. AID 463165;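 active = B-score, a plate-corrected calcium signal, over three deviations above library mean, with baseline fluorescence within five deviations of library mean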;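 note: RGS4 expression induced by doxycycline in cells with stable M3 receptor; B-score is computed from the integrated fluorescence ratio over baseline after carbachol; higher B-score means a larger calcium signal and so more RGS4 inhibition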
Target sequence (P49798 whole entry, looked up): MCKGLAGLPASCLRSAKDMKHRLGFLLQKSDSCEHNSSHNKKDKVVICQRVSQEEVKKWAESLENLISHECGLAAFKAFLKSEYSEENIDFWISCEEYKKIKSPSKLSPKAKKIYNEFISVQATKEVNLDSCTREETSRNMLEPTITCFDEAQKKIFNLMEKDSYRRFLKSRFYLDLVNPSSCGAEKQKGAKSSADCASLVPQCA
RGS4 act: potentiators or activators of RGS4. 310,000 tested, 0.92% active. B-score at 10 µM. HEK293 M3R/inducible RGS4, carbachol calcium flux Fluo4; active compounds read low;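 active = B-score of the integrated calcium signal more than 4 SD below the library mean, with starting fluorescence not abnormally high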;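 note: negative B-score means reduced calcium response which marks RGS4 activation or potentiation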
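test system = M3R-expressing HEK293 line, RGS4 induced by doxycycline | probe or stimulus = carbachol at ECmax as muscarinic agonist stimulus | timing = dye loading 30 min 37 °C, buffer rest 30 min RT | signal = calcium dye Fluo4 fluorescence | evaluation = B score from integrated fluorescence ratio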
MrgX1 antagonist: antagonists of human MrgX1 receptor | AID 588676 | B-score at 10 µM | MRGX1-HEK293 calcium flux, Fluo-4, BAM8-22 antagonism; active compounds read low | 310,000 tested, 1.3% active | Q96LB2;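 active = calcium-response B-score plate-corrected more than 3 library SD below zero, starting fluorescence within 5 deviations, no agonist response on first addition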;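 note: peak minus trough fluorescence over baseline after final BAM8-22 challenge near maximal dose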
HDAC3 inhib: inhibitors of human histone deacetylase 3; AID 2718; 320,000 tested, 0.15% active; recombinant HDAC3, fluorogenic peptide/trypsin coupled, fluorescence; inhibition, % at 8.3 µM; in the data active = inhibition above about 26%, passing the limit was not always enough
Target sequence (O15379 whole entry, looked up): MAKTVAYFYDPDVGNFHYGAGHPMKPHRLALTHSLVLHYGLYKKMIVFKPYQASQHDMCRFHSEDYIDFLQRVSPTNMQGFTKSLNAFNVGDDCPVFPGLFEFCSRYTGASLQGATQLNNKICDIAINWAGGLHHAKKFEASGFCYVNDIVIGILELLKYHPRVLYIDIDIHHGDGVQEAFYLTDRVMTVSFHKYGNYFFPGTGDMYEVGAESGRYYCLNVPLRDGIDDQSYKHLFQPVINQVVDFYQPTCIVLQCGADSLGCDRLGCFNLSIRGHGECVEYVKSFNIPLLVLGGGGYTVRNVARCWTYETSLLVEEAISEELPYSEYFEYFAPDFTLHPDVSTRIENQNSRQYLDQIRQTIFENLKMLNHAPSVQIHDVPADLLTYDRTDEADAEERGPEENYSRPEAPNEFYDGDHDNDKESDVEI
TMEM16A act: activators or potentiators of mouse TMEM16A chloride channel; HEK293 TMEM16A/YFP-H148Q/I152L, iodide quench fluorescence; active compounds read low; B-score at 10 µM; 340,000 tested, 0.3% active; AID 623877;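 active = fluorescence-ratio B-score plate-corrected deviation score at least 3 library SD below zero, with starting fluorescence score within 5 deviations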;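 note: channel opened by trigger with iodide after compound preincubation; score built on the fluorescence ratio of max minus min over baseline; more negative score means more quench and so TMEM16A activation or potentiation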
MrgX1 PAM: human MrgX1 positive allosteric modulation, primary screen | 310,000 tested, 0.63% active | Q96LB2 | AID 588675 | MrgX1-HEK293, Fluo-4 calcium flux, FDSS; active compounds read high | B-score at 10 µM;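 active = plate-corrected calcium response at least 3 library SD above typical, normal starting fluorescence, not activating the receptor alone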;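 note: compound read alongside a low EC10 to EC30 dose of BAM8-22 agonist; peak minus trough fluorescence over baseline measured at the second addition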
TRPC6 inh: blocks the mouse TRPC6 cation channel; Q61143; HEK293-TRPC6, membrane potential dye, ACh-evoked depolarization; active compounds read low; B-score at 10 µM; 310,000 tested, 1.1% active; AID 2553;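 active = B-score under library mean minus 3 SD, initial fluorescence not abnormally high, positive integrated signal ratio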;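 note: B-score derived from integrated fluorescence ratio over the kinetic read; more negative B-score means stronger inhibition of depolarization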
MrgX1 agonist: human MrgX1 receptor agonism, primary screen | Q96LB2 | MrgX1-HEK293 cells, Fluo-4 calcium fluorescence, agonist mode; active compounds read high | B-score at 10 µM | 310,000 tested, 0.44% active;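 active = calcium response B-score plate-corrected fluorescence ratio at least 3 library SD, with starting fluorescence B-score inside 5 SD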
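times = overnight plating, then 30 min 37 °C plus 30 min room-temperature dye loading | assay system = stable human MrgX1 HEK293 cell line | input = fifteen thousand cells per well | signal = kinetic calcium dye fluorescence, Fluo-4 NW | dosing = compound delivered in addition one of three | read-out = B-scored fluorescence response ratio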
Active calls of the source: *; i = inactive; . = no result given. An excerpt. The share of hits here may be higher or lower than overall.

SMILES | ANO1 block | TRPC6 activator | RGS4 block | RGS4 act | MrgX1 antagonist | HDAC3 inhib | TMEM16A act | MrgX1 PAM | TRPC6 inh | MrgX1 agonist
O=C(CN1C(=O)NC2(CCCC2)C1=O)OCc1cccc(Br)c1 | . | . | . | . | . | 3 | i | . | . | .
O=C(Cc1ccccc1)NCC(=O)N1CCN(Cc2cccc(Cl)c2)CC1 | . | . | . | . | . | 3 | i | . | . | .
COCCn1c(SCC(=O)Nc2c(C)n(C)n(-c3ccccc3)c2=O)nnc1-c1ccncc1 | . | . | . | . | . | 1 | i | . | . | .
CNC[C@H]1Oc2c(NS(=O)(=O)c3cccs3)cccc2C(=O)N([C@H](C)CO)C[C@@H]1C | . | . | . | . | . | 1 | i | . | . | .
CC1CCCC(C)N1C(=O)CSc1nnc(-c2ccco2)n1C (stereo unspecified) | . | . | . | . | . | -1 | i | . | . | .
Cc1ccnc(NC(=O)c2ccc(S(=O)(=O)N3CCCCC3)cc2)c1 | . | . | . | . | . | 2 | i | . | . | .
CCOC(=O)C1CCCN(C(=O)c2ccc(C)c(S(=O)(=O)N3CCCCC3)c2)C1 (stereo unspecified) | . | . | . | . | . | 0 | i | . | . | .
CC(C)CN(C(=O)c1cccc(Cl)c1)c1c(N)n(Cc2ccccc2)c(=O)[nH]c1=O | . | . | . | . | . | -7 | i | . | . | .
CC(NC(=O)COC(=O)Cn1cc(C(F)(F)F)ccc1=O)c1ccccc1 (stereo unspecified) | . | . | . | . | . | -1 | i | . | . | .
CCc1cccc(C)c1NC(=O)COC(=O)CSCc1ccccc1 | . | . | . | . | . | 0 | i | . | . | .
CC(C)C(NC(=O)CCNC(=O)c1ccccc1Cl)c1nc2ccccc2[nH]1 (stereo unspecified) | . | . | . | . | . | -2 | i | . | . | .
CC(=O)c1ccc(OCCCC(=O)Nc2cccc(S(=O)(=O)N3CCCCCC3)c2)cc1 | . | . | . | . | . | 4 | i | . | . | .
COC(=O)C1=C(C)N(Cc2ccccc2)C(=NCc2cccc(Cl)c2)N[C@H]1c1cccc(F)c1 | . | . | . | . | . | 5 | i | . | . | .
CC(=O)c1ccc(N2C(=O)C3C(C2=O)C(C(=O)c2ccc(Cl)cc2)N2CCCC32)cc1 (stereo unspecified) | . | i | i | i | . | . | . | . | i | .
Cn1nnc2c(C(N)=O)ncn2c1=O | i | . | . | . | i | . | . | i | . | i

Part of the list above in order of SMILES length, descending.
SMILES | ANO1 block | TRPC6 activator | RGS4 block | RGS4 act | MrgX1 antagonist | HDAC3 inhib | TMEM16A act | MrgX1 PAM | TRPC6 inh | MrgX1 agonist
CNC[C@H]1Oc2c(NS(=O)(=O)c3cccs3)cccc2C(=O)N([C@H](C)CO)C[C@@H]1C | . | . | . | . | . | 1 | i | . | . | .
CC(=O)c1ccc(N2C(=O)C3C(C2=O)C(C(=O)c2ccc(Cl)cc2)N2CCCC32)cc1 (stereo unspecified) | . | i | i | i | . | . | . | . | i | .
CC(C)CN(C(=O)c1cccc(Cl)c1)c1c(N)n(Cc2ccccc2)c(=O)[nH]c1=O | . | . | . | . | . | -7 | i | . | . | .
CC(=O)c1ccc(OCCCC(=O)Nc2cccc(S(=O)(=O)N3CCCCCC3)c2)cc1 | . | . | . | . | . | 4 | i | . | . | .
CC(NC(=O)COC(=O)Cn1cc(C(F)(F)F)ccc1=O)c1ccccc1 (stereo unspecified) | . | . | . | . | . | -1 | i | . | . | .
O=C(Cc1ccccc1)NCC(=O)N1CCN(Cc2cccc(Cl)c2)CC1 | . | . | . | . | . | 3 | i | . | . | .
O=C(CN1C(=O)NC2(CCCC2)C1=O)OCc1cccc(Br)c1 | . | . | . | . | . | 3 | i | . | . | .
CC1CCCC(C)N1C(=O)CSc1nnc(-c2ccco2)n1C (stereo unspecified) | . | . | . | . | . | -1 | i | . | . | .
Cn1nnc2c(C(N)=O)ncn2c1=O | i | . | . | . | i | . | . | i | . | i

Single records (already shown). Order of values: ANO1 block	TRPC6 activator	RGS4 block	RGS4 act	MrgX1 antagonist	HDAC3 inhib	TMEM16A act	MrgX1 PAM	TRPC6 inh	MrgX1 agonist
COCCn1c(SCC(=O)Nc2c(C)n(C)n(-c3ccccc3)c2=O)nnc1-c1ccncc1 across the screens: .	.	.	.	.	1	i	.	.	.
Cc1ccnc(NC(=O)c2ccc(S(=O)(=O)N3CCCCC3)cc2)c1 across the screens: .	.	.	.	.	2	i	.	.	.

Bioassay records from PubChem BioAssay.
